High-throughput results (PubChem)
M5 antag: human M5 muscarinic receptor antagonists, primary screen, CHO cells, Fluo-8 calcium fluorescence. Muscarinic acetylcholine receptor M5 (Homo sapiens), P08912. CHO-hM5 cells, ACh EC80. inhibition, % at 3 µM. hit rate 0.59% among 360,000. AID 624040, 2012;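 active = inhibition above a per-plate cutoff, the mean of that plate's test compounds plus 3 SD, cut at about 27% in these data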;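 also: 0% = acetylcholine EC80 with DMSO and 100% = DMSO without agonist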
M4 PAM: human M4 muscarinic receptor positive allosteric modulators, primary screen, CHO-K1 cells, Fluo-8 calcium fluorescence; Muscarinic acetylcholine receptor M4 (Homo sapiens), P08173; CHO-K1 hM4/Gqi5, ACh EC20; 0% = ACh EC20, 100% = maximal ACh; activation, % at 3 µM; hit rate 0.4% among 360,000; AID 624126, 2012;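 active = activation above its plate's cutoff, the mean activation of sample wells plus 3 SD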; also: some results filed as inactive read as strong as hits
Target sequence (P08173 whole entry, looked up): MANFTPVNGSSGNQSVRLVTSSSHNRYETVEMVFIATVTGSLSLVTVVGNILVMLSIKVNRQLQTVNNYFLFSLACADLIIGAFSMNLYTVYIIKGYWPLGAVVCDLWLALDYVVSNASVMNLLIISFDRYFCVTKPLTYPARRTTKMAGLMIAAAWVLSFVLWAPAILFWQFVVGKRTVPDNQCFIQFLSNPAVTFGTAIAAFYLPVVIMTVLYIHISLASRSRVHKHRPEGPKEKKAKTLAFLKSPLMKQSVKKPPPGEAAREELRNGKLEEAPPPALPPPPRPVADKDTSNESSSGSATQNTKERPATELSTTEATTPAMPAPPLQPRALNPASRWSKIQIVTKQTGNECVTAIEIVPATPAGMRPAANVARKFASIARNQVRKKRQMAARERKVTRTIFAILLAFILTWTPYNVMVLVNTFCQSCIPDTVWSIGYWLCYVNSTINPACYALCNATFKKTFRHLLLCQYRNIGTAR
CHRM5 PAM: human M5 muscarinic receptor positive allosteric modulators, primary screen, CHO-K1 cells, Fluo-8 calcium fluorescence; activation, % at 3 µM; hit rate 0.3% among 360,000; CHO-K1 hM5, ACh EC20 PAM; 0% = ACh EC20, 100% = ACh EC100; Muscarinic acetylcholine receptor M5 (Homo sapiens), P08912;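 active = activation above the run cutoff, the mean activation of all test compounds plus 3 SD, cut at about 18% in these data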
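Replicates: One well per compound, no replicates | System: Human M5 receptor in CHO-K1 cells | Benchmarks: Low control EC20 acetylcholine (0%), high control EC100 acetylcholine (100%) | Probe or stimulus: Acetylcholine, EC20 level | Times: Fluo-8 loading 80 min at 37 °C plus 30 min room temperature | Signal: Intracellular calcium via Fluo-8 fluorescence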
M4 antag: human M4 muscarinic receptor antagonists, primary screen, CHO cells, Fluo-8 calcium fluorescence | inhibition, % at 3 µM | CHO-hM4 cells, ACh EC80 | AID 624125, 2012 | Muscarinic acetylcholine receptor M4 (Homo sapiens), P08173 | hit rate 0.73% among 360,000;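 active = inhibition above its plate's cutoff, the mean inhibition of sample wells plus 3 SD, cut at about 27% in these data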;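 also: 0% = acetylcholine EC80 with DMSO and 100% = DMSO without agonist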
CRFBP-R2 block: antagonists of CRF-BP/CRF-R2 complex, primary screen, cell-based, HEK293, calcium dye fluorescence, uHTS; CRF-induced calcium fluorescence; inhibition, % at 11.8 µM; hit rate 0.59% among 350,000; AID 588475, 2011;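 active = inhibition of the ligand-induced calcium signal above about 50% at the single tested concentration, limit read from the data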
CRFBP-R2 agonist: agonists of CRF-BP/CRF-R2 complex, primary screen, cell-based, HEK293, calcium dye fluorescence, uHTS; hit rate 0.46% among 350,000; calcium dye fluorescence (FLIPR); percent of saturating CRF peptide response; activation, % at 13.2 µM; CRF-binding protein / CRF receptor 2 complex (human);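 active = activation of at least 50%, plus an integration ratio under a set limit after plate pattern correction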;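 also: plate controls were neutral control wells without compound for no effect and CRF at EC100 for full effect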
CHRM1 PAM: human M1 muscarinic receptor positive allosteric modulators, primary screen, CHO-K1 cells, Fluo-8 calcium fluorescence, 1536-well; Muscarinic acetylcholine receptor M1 (Homo sapiens), P11229; CHO-K1 hM1, ACh EC20; 0% = ACh EC20, 100% = maximal ACh; activation, % at 3 µM; hit rate 0.088% among 360,000; in the data active = activation above about 19%, passing the limit was not always enough
Target sequence (P11229 whole entry, looked up): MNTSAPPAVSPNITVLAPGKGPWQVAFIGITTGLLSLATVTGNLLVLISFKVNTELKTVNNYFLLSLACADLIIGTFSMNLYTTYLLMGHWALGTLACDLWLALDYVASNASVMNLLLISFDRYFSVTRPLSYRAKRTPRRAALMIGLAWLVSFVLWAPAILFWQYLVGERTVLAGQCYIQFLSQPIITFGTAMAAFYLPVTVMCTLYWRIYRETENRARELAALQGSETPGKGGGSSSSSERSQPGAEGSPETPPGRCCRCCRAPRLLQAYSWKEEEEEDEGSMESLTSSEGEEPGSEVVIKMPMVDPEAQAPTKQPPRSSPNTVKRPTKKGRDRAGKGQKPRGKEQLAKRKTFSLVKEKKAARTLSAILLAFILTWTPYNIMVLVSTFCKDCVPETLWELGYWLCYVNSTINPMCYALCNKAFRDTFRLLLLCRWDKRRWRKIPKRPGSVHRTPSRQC
M5 ag: human M5 muscarinic receptor agonists, primary screen, CHO-K1 cells, Fluo-8 calcium fluorescence; Muscarinic acetylcholine receptor M5 (Homo sapiens), P08912; CHO-K1 hM5 cells; 0% DMSO wells, 100% maximal acetylcholine response; activation, % at 3 µM; hit rate 0.19% among 360,000;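 active = activation above the run's mean over test compounds plus 3 SD, cut at about 23% in these data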;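 also: signal is peak over basal fluorescence ratio across the kinetic read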
CHRM4 agonist: human M4 muscarinic receptor agonists, primary screen, CHO-K1 cells, Fluo-8 calcium fluorescence | Muscarinic acetylcholine receptor M4 (Homo sapiens), P08173 | CHO-K1 hM4/Gqi5; vehicle 0%, full acetylcholine response 100% | activation, % at 3 µM | hit rate 0.14% among 360,000 | AID 624127, 2012;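 active = activation above the run mean over all test wells plus 3 SD, cut at about 32% in these data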;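 also: peak over basal fluorescence ratio per well then scaled between controls; 0% = DMSO wells and 100% = acetylcholine at EC100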
Active calls of the source: *. No enrichment for hits (roughly 2.6% active in at least one column).

CC1CCN(C(=O)CSCC(=O)Nc2nc(-c3cccs3)cs2)CC1 was read as M5 antag -1, M4 PAM -14, CHRM5 PAM -12, M4 antag 18, CRFBP-R2 block 11, CRFBP-R2 agonist -0.1, CHRM1 PAM -10, M5 ag 6 and CHRM4 agonist 14.
For CCOC(=O)c1ccccc1NC(=O)C1CC(=O)N(C2CCCCC2)C1 (stereo not given) the results were M5 antag -6, M4 PAM 5, CHRM5 PAM 3, M4 antag -1, CRFBP-R2 block -3, CRFBP-R2 agonist -2.4, CHRM1 PAM 9, M5 ag 1 and CHRM4 agonist 3.
Screening CCOC(=O)c1c(C)[nH]c(C(=O)OCC(=O)NC(C)C)c1C returned M5 antag 0, M4 PAM 1, CHRM5 PAM 0, M4 antag 9, CRFBP-R2 block 9, CRFBP-R2 agonist 1.1, CHRM1 PAM 4, M5 ag -1 and CHRM4 agonist 0.
Screening O=C(C1CCN(S(=O)(=O)c2cccc3nsnc23)CC1)N1CCCCC1 returned M5 antag 4, M4 PAM 2, CHRM5 PAM -6, M4 antag -6, CRFBP-R2 block -6, CRFBP-R2 agonist 1.3, CHRM1 PAM 2, M5 ag -1 and CHRM4 agonist 3.
For COc1ccc(NC(=O)COc2nsnc2N2CCOCC2)cc1 the results were M5 antag 2, M4 PAM -1, CHRM5 PAM -3, M4 antag -3, CRFBP-R2 block 4, CRFBP-R2 agonist -3.4, CHRM1 PAM -2, M5 ag 1 and CHRM4 agonist 0.
Screening O=C(CN(Cc1ccco1)C(=O)CCC(=O)Nc1ccccn1)NCc1ccccc1 returned M5 antag 1, M4 PAM 1, CHRM5 PAM 0, M4 antag -2, CRFBP-R2 block 0, CRFBP-R2 agonist 0.2, CHRM1 PAM 16, M5 ag -2 and CHRM4 agonist 3.
`Cn1nc(C(C)(C)C)cc1N1C(=O)CCC1(C)C(=O)NC1CCCC1` (stereo not given) gave M5 antag 6, M4 PAM 3, CHRM5 PAM -1, M4 antag -3, CHRM1 PAM 8, M5 ag 0 and CHRM4 agonist -1.
For Cc1nsc2c1ccc1ccccc12 the results were M5 antag -9, M4 PAM -2, CHRM5 PAM 8, M4 antag 3, CRFBP-R2 block -13, CRFBP-R2 agonist 0.7, CHRM1 PAM 7, M5 ag -3 and CHRM4 agonist 0.
Screening COc1ccc(N(CC(=O)NC2CC3CCC2C3)S(=O)(=O)c2ccc(C)cc2)cc1Cl (stereo not given) returned M5 antag 5, M4 PAM -6, CHRM5 PAM -4, M4 antag -9, CRFBP-R2 block -13, CRFBP-R2 agonist -0.4, CHRM1 PAM -14, M5 ag -1 and CHRM4 agonist 1.
For C1=CCN(Cc2ccccc2)C1 the results were M5 antag 1, M4 PAM -3, CHRM5 PAM -1, M4 antag 7, CRFBP-R2 block -16, CRFBP-R2 agonist 5.0, CHRM1 PAM 4, M5 ag 1 and CHRM4 agonist 0.
COc1ccccc1-c1ocnc1C(=O)N1CCN(S(=O)(=O)c2ccc(NC(C)=O)cc2)CC1 was read as M5 antag 7, M4 PAM -9, CHRM5 PAM 6, M4 antag -2, CRFBP-R2 block 2, CRFBP-R2 agonist 3.8, CHRM1 PAM 6, M5 ag -6 and CHRM4 agonist 1.
For CN(CC(=O)Nc1ccc(Cl)c(C(F)(F)F)c1)C(=O)c1ccc2c(c1)NC(=O)CS2 the results were M5 antag -1, M4 PAM 9, CHRM5 PAM 5, M4 antag -4, CRFBP-R2 block 7, CRFBP-R2 agonist 2.9, CHRM1 PAM 14, M5 ag -1 and CHRM4 agonist 3.
Screening CC(=NNC(=S)N1CC2CCC(CC2)C1)c1ccccn1 returned M5 antag -1, M4 PAM -4, CHRM5 PAM -4, M4 antag 4, CRFBP-R2 block 12, CRFBP-R2 agonist -1.1, CHRM1 PAM 5, M5 ag -1 and CHRM4 agonist 0.
`CCN(Cc1ccccc1)C(=O)COC(=O)CNC(=O)c1ccc(C)s1` gave M5 antag -7, M4 PAM 7, CHRM5 PAM 4, M4 antag -2, CRFBP-R2 block 2, CRFBP-R2 agonist 2.3, CHRM1 PAM 8, M5 ag 4 and CHRM4 agonist 1.
`O=S(=O)(NCCc1ccccc1)c1ccc(-n2cnnn2)cc1` gave M5 antag 6, M4 PAM -10, CHRM5 PAM -1, M4 antag 6, CRFBP-R2 block 7, CRFBP-R2 agonist -2.6, CHRM1 PAM 9, M5 ag 1 and CHRM4 agonist 3.
`Cc1ccccc1OCC(=O)N(CC(C)C)c1c(N)n(CC(C)C)c(=O)[nH]c1=O` gave M5 antag 5, M4 PAM 1, CHRM5 PAM -3, M4 antag -4, CRFBP-R2 block 27, CRFBP-R2 agonist 0.4, CHRM1 PAM 3, M5 ag 3 and CHRM4 agonist 0.
`C=CCNC(=O)CC(=O)N/N=C/c1ccc(F)cc1` gave M5 antag -4, M4 PAM 0, CHRM5 PAM 2, M4 antag 4, CRFBP-R2 block -12, CRFBP-R2 agonist -1.7, CHRM1 PAM 2, M5 ag -1 and CHRM4 agonist 1.
`CCOC(=O)N1CCC(NC(=O)C(NS(=O)(=O)c2ccc3c(c2)CCN3C(=O)CC)C(C)C)CC1` (stereo not given) gave M5 antag -1, M4 PAM 9, CHRM5 PAM -8, M4 antag -10, CRFBP-R2 block -3, CRFBP-R2 agonist -1.2, CHRM1 PAM 0, M5 ag -4 and CHRM4 agonist 0.
CCCCCCCc1n[nH]c(=S)n1Cc1ccccc1 was read as M5 antag -14, M4 PAM -9, CHRM5 PAM 8, M4 antag -6, CRFBP-R2 block -2, CRFBP-R2 agonist 0.0, CHRM1 PAM 0, M5 ag -4 and CHRM4 agonist -2.
Cc1cccc(CN2CCCC(C(=O)N3CCCCC3)C2)c1 (stereo not given) was read as M5 antag 9, M4 PAM -9, CHRM5 PAM -7, M4 antag 2, CRFBP-R2 block 12, CRFBP-R2 agonist 0.5, CHRM1 PAM 2, M5 ag -6 and CHRM4 agonist 10.
Screening Cc1csc(SCC(=O)N(C)c2c(N)n(Cc3ccccc3)c(=O)[nH]c2=O)n1 returned M5 antag 0, M4 PAM 9, CHRM5 PAM 1, M4 antag 3, CRFBP-R2 block -1, CRFBP-R2 agonist 0.1, CHRM1 PAM 3, M5 ag -2 and CHRM4 agonist 0.
O=C(c1cc2ccccc2oc1=O)N(Cc1cccs1)Cc1cccs1 was read as M5 antag 3, M4 PAM 2, CHRM5 PAM -24, M4 antag -3, CRFBP-R2 block 11, CRFBP-R2 agonist 0.5, CHRM1 PAM 2, M5 ag -10 and CHRM4 agonist 6.
`COc1ccc(-c2nc(SC(C)C(=O)c3c(N)n(C)c(=O)n(C)c3=O)n[nH]2)cc1` (stereo not given) gave M5 antag 9, M4 PAM -7, CHRM5 PAM -14, M4 antag -2, CRFBP-R2 block -3, CRFBP-R2 agonist 0.5, CHRM1 PAM -7, M5 ag 1 and CHRM4 agonist 13.
For CCN(CC)C(=O)c1[nH]cnc1C(=O)Nc1cccc(C)c1 the results were M5 antag 7, M4 PAM 4, CHRM5 PAM -2, M4 antag -6, CRFBP-R2 block 4, CRFBP-R2 agonist -1.4, CHRM1 PAM -1, M5 ag -2 and CHRM4 agonist -1.
For S=C(Nc1ccc(Br)cc1Cl)NC1CCN(Cc2ccccc2)CC1 the results were M5 antag -1, M4 PAM 9, CHRM5 PAM -2, M4 antag -2, CRFBP-R2 block -4, CRFBP-R2 agonist 0.5, CHRM1 PAM 3, M5 ag 1 and CHRM4 agonist 10.
For Cc1ccc(S(=O)(=O)Nc2cc(C(F)(F)F)ccc2N2CCOCC2)c(C)c1 the results were M5 antag 14, M4 PAM -4, CHRM5 PAM -7, M4 antag 2, CRFBP-R2 block -132, CRFBP-R2 agonist 30, CHRM1 PAM -7, M5 ag -5 and CHRM4 agonist -1.
`COc1ccc(CCn2ccc(O)c(Cc3c(F)cccc3Cl)c2=O)cc1OC` gave M5 antag 11, M4 PAM -5, CHRM5 PAM 8, M4 antag 2, CRFBP-R2 block 11, CRFBP-R2 agonist -1.4, CHRM1 PAM 6, M5 ag 2 and CHRM4 agonist 3.
COc1ccc(OC)c(C(=O)COC(=O)C(CCSC)NC(=O)COc2ccccc2)c1 (stereo not given) was read as M5 antag 15, M4 PAM -5, CHRM5 PAM -14, M4 antag 2, CRFBP-R2 block -4, CRFBP-R2 agonist -0.9, CHRM1 PAM -4, M5 ag -3 and CHRM4 agonist 4.
Cc1cc(C)c(NC(=O)COC(=O)CCc2ccc(S(=O)(=O)N3CCCCC3)cc2)c(C)c1 was read as M5 antag 3, M4 PAM 0, CHRM5 PAM -5, M4 antag -22, CRFBP-R2 block 26, CRFBP-R2 agonist 1.1, CHRM1 PAM -4, M5 ag -1 and CHRM4 agonist 5.
`O=c1[nH][nH]c(C(F)(F)F)c1/C=N/N1CCOCC1` gave M5 antag 12, M4 PAM 4, CHRM5 PAM -12, M4 antag -2, CRFBP-R2 block 7, CRFBP-R2 agonist 1.4, CHRM1 PAM 3, M5 ag -3 and CHRM4 agonist 1.
For CCSC1C(=O)N(C)C(SCC)C(=O)N1C (stereo not given) the results were M5 antag 18, M4 PAM 6, CHRM5 PAM -1, M4 antag -7, CRFBP-R2 block -25, CRFBP-R2 agonist 22, CHRM1 PAM 19, M5 ag 0 and CHRM4 agonist 1.

Reprinted from above, four compounds:
Screening Cc1csc(SCC(=O)N(C)c2c(N)n(Cc3ccccc3)c(=O)[nH]c2=O)n1 returned M5 antag 0, M4 PAM 9, CHRM5 PAM 1, M4 antag 3, CRFBP-R2 block -1, CRFBP-R2 agonist 0.1, CHRM1 PAM 3, M5 ag -2 and CHRM4 agonist 0.
O=C(c1cc2ccccc2oc1=O)N(Cc1cccs1)Cc1cccs1 was read as M5 antag 3, M4 PAM 2, CHRM5 PAM -24, M4 antag -3, CRFBP-R2 block 11, CRFBP-R2 agonist 0.5, CHRM1 PAM 2, M5 ag -10 and CHRM4 agonist 6.
`COc1ccc(-c2nc(SC(C)C(=O)c3c(N)n(C)c(=O)n(C)c3=O)n[nH]2)cc1` (stereo not given) gave M5 antag 9, M4 PAM -7, CHRM5 PAM -14, M4 antag -2, CRFBP-R2 block -3, CRFBP-R2 agonist 0.5, CHRM1 PAM -7, M5 ag 1 and CHRM4 agonist 13.
For CCN(CC)C(=O)c1[nH]cnc1C(=O)Nc1cccc(C)c1 the results were M5 antag 7, M4 PAM 4, CHRM5 PAM -2, M4 antag -6, CRFBP-R2 block 4, CRFBP-R2 agonist -1.4, CHRM1 PAM -1, M5 ag -2 and CHRM4 agonist -1.
